# Compound activity: PubChem, Dana-Farber Cancer Institute and Novartis Institutes for BioMedical Research (Cambridge, Mass)
# OTUD3 block = inhibitors of human OTUD3 deubiquitinase | purified OTUD3, Ub-rhodamine fluorescence, 2 h | inhibition, % at 25 µM | 47,000 compounds, 0.7% hits | AID 1645858
# Target sequence (Q5T2D3 whole entry, looked up): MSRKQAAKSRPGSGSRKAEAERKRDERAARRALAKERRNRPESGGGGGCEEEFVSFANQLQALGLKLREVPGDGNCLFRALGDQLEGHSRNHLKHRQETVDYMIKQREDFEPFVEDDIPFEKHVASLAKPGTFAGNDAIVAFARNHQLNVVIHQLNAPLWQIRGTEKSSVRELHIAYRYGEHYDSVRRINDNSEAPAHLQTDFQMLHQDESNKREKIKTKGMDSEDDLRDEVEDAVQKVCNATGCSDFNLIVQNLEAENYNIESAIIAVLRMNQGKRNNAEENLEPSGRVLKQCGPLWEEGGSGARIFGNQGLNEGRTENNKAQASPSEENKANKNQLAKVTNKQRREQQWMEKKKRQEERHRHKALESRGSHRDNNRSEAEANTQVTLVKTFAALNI
# USP10 block = human USP10 deubiquitinase inhibition; inhibition, % at 20 µM; purified USP10, Ub-rhodamine fluorescence, 60 min; Q14694; 47,000 compounds, 1.1% hits; AID 1645856
# USP30 inh = human USP30 deubiquitinase inhibition. inhibition, % at 25 µM. purified USP30, Ub-rhodamine cleavage fluorescence. 47,000 compounds, 5.3% hits. Q70CQ3
# UCHL1 inh = inhibitors of human UCHL1 deubiquitinase; inhibition, % at 20 µM; 47,000 compounds, 0.2% hits; purified UCHL1, Ub-rhodamine cleavage fluorescence; P09936
# Target sequence (P09936 whole entry, looked up): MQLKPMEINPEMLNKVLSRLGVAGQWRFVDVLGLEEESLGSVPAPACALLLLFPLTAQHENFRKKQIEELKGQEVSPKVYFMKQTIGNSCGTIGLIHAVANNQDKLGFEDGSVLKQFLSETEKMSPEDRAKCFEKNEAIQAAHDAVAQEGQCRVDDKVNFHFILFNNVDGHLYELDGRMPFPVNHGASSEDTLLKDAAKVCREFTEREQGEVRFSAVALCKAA
# USP8 block = blocks human USP8 ubiquitin-rhodamine cleavage; P40818; purified USP8, Ub-rhodamine cleavage fluorescence, 30 min; inhibition, % at 20 µM; 47,000 compounds, 4.2% hits
# USP17 inh = blocks human USP17 ubiquitin-rhodamine cleavage | inhibition, % at 50 µM | AID 1645855 | 47,000 compounds, 6.5% hits | purified USP17, Ub-rhodamine cleavage fluorescence, 3 h
# USP7 block = inhibitors of human USP7 deubiquitinase. Q93009. purified USP7, Ub-rhodamine cleavage fluorescence. inhibition, % at 20 µM. 47,000 compounds, 0.3% hits. AID 1645854
# USP28 block = human USP28 deubiquitinase inhibition; Q96RU2; purified USP28, Ub-rhodamine cleavage fluorescence, 30 min; inhibition, % at 25 µM; 47,000 compounds, 3% hits
# Active calls of the source: *; · = no result given. Cut-off read from the data, not from the text of the source: active = inhibition above about 30%; inactive = the rest.
SMILES,OTUD3 block,USP10 block,USP30 inh,UCHL1 inh,USP8 block,USP17 inh,USP7 block,USP28 block
O=S(=O)(Nc1cnc(N2CCCC2)nc1)c1ccccc1Cl,-9,-7,-22,-9,-16,-9,-8,-10
Cc1cc(=O)n2[nH]c(CNc3ccc(C)c(Cl)c3)nc2n1,15,4,15,4,12,16,10,22
O=C(COc1cccnc1[N+](=O)[O-])NCc1ccc(F)cc1,16,1,17,3,-97,-3,-2,8
NC(=O)C1CCN(C(=O)Cn2c(=O)[nH]c3ccccc3c2=O)CC1,5,0,13,2,8,6,3,7
O=C(CCn1c(=O)[nH]c2ccccc2c1=O)N1CCN(c2ccc(F)cc2)CC1,-2,2,-15,0,-13,-12,-5,-9
O=C(COC(=O)CC1(CC2=NS(=O)(=O)c3ccccc3N2)CCCC1)Nc1ccccc1,6,5,4,4,-3,5,1,12
CN(CC(=O)Nc1ccccc1C(=O)NC1CC1)Cc1ccc2c(c1)OCO2,4,-2,4,1,4,8,2,0
CCOc1ccc(NC(=O)C2CCN(S(=O)(=O)c3cccnc3)CC2)cc1,6,-1,-34,1,16,19,4,3
O=S(=O)(c1ccccc1)c1cnc2cc3c(cc2c1N1CCOCC1)OCCO3,0,3,21,1,1,-2,-3,1
COc1cc2c(cc1OC)-c1cc(N(C(C)=O)c3ccc4c5c(cccc35)CC4)nc(=O)n1CC2,-25,-14,-96,-4,12,38*,-3,-16
O=C(CCc1cccnc1)N1CCC2(CCN(CCCc3ccccc3)C2)C1 (stereo unspecified),-8,-6,-37,0,-23,-17,2,-8
Cc1cnc(C(=O)N2CCC[C@@H]3NC(=O)c4ccccc4OCC/C=C/C[C@@H]32)cn1,9,0,-15,2,8,0,1,45*
Cc1ncccc1C(=O)N1CCC(O)(Cn2c(C)cc3ccncc32)CC1,-7,-4,-9,-2,-12,-19,2,-11
CCc1ccc(N(CC(=O)NCC2CCCO2)C(=O)CCC(=O)Nc2nccs2)cc1 (stereo unspecified),11,3,10,3,-1,4,-1,7
COc1ccc2c(CCNC(=O)CSc3nnnn3-c3ccccc3OC)c[nH]c2c1,-7,2,-14,-1,-54,-3,0,0
Cc1ccc(-c2cc(C(=O)N3CCN(c4ncccn4)CC3)c3ccccc3n2)cc1,-7,3,-11,6,-11,-9,7,-8
Cc1ccc(S(=O)(=O)N(C)C2(C)CCS(=O)(=O)C2)cc1C (stereo unspecified),-3,0,-5,1,-4,·,-4,-1
O=C(Cn1c(=O)n(Cc2ccccc2)c(=O)c2ncccc21)NCC1CCCO1 (stereo unspecified),-2,-5,-9,-2,4,-3,-3,-9
CNc1nc(C2CCCCN2C(=O)c2oc3ccccc3c2C)nc2c1CCN(C(C)=O)C2 (stereo unspecified),-12,-4,-3,2,-4,-7,-22,-14
N#Cc1ccc(S(=O)(=O)N2CC[C@H](c3nc4ccccc4[nH]3)C2)cc1,-1,1,-5,0,-2,5,1,-5
CC(C)C(Nc1ccc(C(F)(F)F)cc1Cl)C(=O)Nc1nc2ccccc2[nH]1 (stereo unspecified),12,14,37*,9,-255,40*,11,24
O=C(Nc1ccc(F)cc1F)C1CC(=O)N(Cc2ccccc2)C1 (stereo unspecified),-5,2,-15,-2,1,0,-5,-5
CCc1nc2ccccc2c(C(=O)OCc2ccc(Cl)cc2)c1C,-8,-2,-50,0,-5,-6,-2,-15
COc1cccc(Cc2nsc(N3CCCC(C(=O)O)C3)n2)c1 (stereo unspecified),10,3,25,3,-2,13,4,13
Cc1cccc(CNc2nc(N3CCN(C)CC3)nc3c2cnn3C)c1,2,0,3,2,-57,-10,-2,1
COc1ccc(Cl)cc1NC(=O)COC(=O)c1c2c(nc3ccccc13)CCC(C)C2 (stereo unspecified),0,-6,-10,4,5,-7,-18,4
Cc1c(C)n2c3c(=O)n(Cc4ccc(F)cc4)c(=O)n(C)c3nc2n1-c1ccccc1N,-8,6,-8,-3,-73,-5,-1,-5
COCC(=O)N1CCCCCC1C1CCN(Cc2nnnn2-c2ccccc2)CC1 (stereo unspecified),-1,-1,-10,-3,-89,-27,-1,-7
COc1ccc(OC)c(CNC(=O)c2sc3ncnc(N4CCCC4)c3c2C)c1,9,2,18,2,-160,-2,-3,5
COc1ccc(NC(=O)N2CCN(C3=CC4=NC(C)CN4C=N3)CC2)cc1 (stereo unspecified),-5,-1,5,0,-19,0,4,-3

# A draw from above in order of SMILES length, rising.
SMILES,OTUD3 block,USP10 block,USP30 inh,UCHL1 inh,USP8 block,USP17 inh,USP7 block,USP28 block
CCc1nc2ccccc2c(C(=O)OCc2ccc(Cl)cc2)c1C,-8,-2,-50,0,-5,-6,-2,-15
O=C(CCc1cccnc1)N1CCC2(CCN(CCCc3ccccc3)C2)C1 (stereo unspecified),-8,-6,-37,0,-23,-17,2,-8
NC(=O)C1CCN(C(=O)Cn2c(=O)[nH]c3ccccc3c2=O)CC1,5,0,13,2,8,6,3,7
CC(C)C(Nc1ccc(C(F)(F)F)cc1Cl)C(=O)Nc1nc2ccccc2[nH]1 (stereo unspecified),12,14,37*,9,-255,40*,11,24
O=C(COC(=O)CC1(CC2=NS(=O)(=O)c3ccccc3N2)CCCC1)Nc1ccccc1,6,5,4,4,-3,5,1,12
Cc1c(C)n2c3c(=O)n(Cc4ccc(F)cc4)c(=O)n(C)c3nc2n1-c1ccccc1N,-8,6,-8,-3,-73,-5,-1,-5

# Continuation:
SMILES,OTUD3 block,USP10 block,USP30 inh,UCHL1 inh,USP8 block,USP17 inh,USP7 block,USP28 block
Cc1ccc(Nc2nc3ccncc3n(Cc3ccccc3)c2=O)cc1,0,-5,-2,-3,-48,-9,-3,-7
CC(Nc1ncnc2sc3c(c12)CCC3)c1ccccn1 (stereo unspecified),-7,-4,-50,1,10,-12,-6,8
Cc1nc(-c2ccc3c(c2)CCN3C(=O)Cc2cccc(F)c2)no1,14,2,13,2,21,18,-2,19
Fc1ccc(C(CCNc2ncnc3c2[nH]c2ccccc23)c2ccco2)cc1 (stereo unspecified),0,-10,-36,-2,11,18,1,-2
O=C(Cn1cccc1C(=O)c1ccccc1)NCCCc1ccccc1,7,0,15,1,10,9,-4,11
CC(C)(C)C1CCc2noc(C3CCN(C(=O)CCN4C(=O)CSC4=O)CC3)c2C1 (stereo unspecified),0,-1,-1,-3,-1,4,-3,0
Cc1noc2ncc(-c3nnc(C(C)Oc4ccc(F)cc4)o3)cc12 (stereo unspecified),-97,-6,-454,-18,-27,-124,-14,-141
COc1ccc(C(=O)CSc2nc(-c3ccco3)nc3c2c(=O)n(C)c(=O)n3C)cc1,0,-1,-12,0,2,-4,3,0
O=C(CCCCCn1c(=O)c2sccc2n(CC(=O)c2ccccc2)c1=O)Nc1ccccc1,4,20,24,1,3,-1,3,3
CCCCCC(O)/C=C/C(O)C(O)CCCCCCCC(=O)O (stereo unspecified),-10,-3,-14,-4,-3,-5,-3,-4
CCOc1ncccc1CNC(=O)Cc1c[nH]c2ccccc12,4,-1,4,-1,-45,8,2,11
CN1CCC2(Cc3ccccc3CN(C(=O)c3cccc(Cl)c3)C2)C1 (stereo unspecified),-1,0,-12,3,5,3,2,3
O=C(O)CCNc1nc(-c2ccccc2)nc2c1oc1ccccc12,0,10,12,0,8,4,5,-8
Cc1ccc(NC(=O)Cn2c(-n3nc(C)cc3C)nc3c(c2=O)CCC3)cc1,-2,1,-2,1,-1,14,0,-12
Cc1cccc(OCCC(=O)NCc2ccc(F)cc2)c1,13,0,17,2,17,9,-19,9
Cc1cc(C)cc(N2CCN(S(=O)(=O)c3c(C)cc(C)cc3C)CC2)c1,-51,-3,-247,-14,-31,-67,-11,-56
COc1cc(C2C3=C(CCCC3=O)Nc3c(C(=O)Nc4ccccc4)cnn32)ccc1O (stereo unspecified),-10,-7,-83,-26,-3,-14,-16,-14
O=S(=O)(c1cccc(F)c1)N1CCCCC1c1nnc(-c2cccnc2)o1 (stereo unspecified),10,-1,14,1,11,5,6,13
COc1cccc(CN(C)C(=O)CC(c2ccccc2)c2ccccc2)c1,23,12,41*,7,22,·,6,25
COc1ccc(NC(=O)CC2C(=O)NCCN2C(=O)c2ccc(N(C)C)cc2)cc1 (stereo unspecified),-3,3,-4,0,-12,-2,-4,0
Cc1cc(C(=O)N2CCCC2c2ccccc2C)on1 (stereo unspecified),2,2,-5,-4,0,-5,1,-7
COc1ccccc1N1CCN(C2CC(=O)N(c3ccc(C(C)C)cc3)C2=O)CC1 (stereo unspecified),13,1,28,0,-2,-14,3,4
Cc1ccc(NC(=O)c2cccc(-n3cnnc3)n2)cc1Cl,1,1,28,0,4,-29,-3,0
CC(C)c1nc2sc3c(SCC(=O)NC(c4ccccc4)c4ccccc4)ncnc3c2c2c1COC(C)(C)C2,1,-1,22,4,0,-16,10,0
O=C(O)c1c(CNC2CCCC2)c2ccccc2n1Cc1ccc(F)cc1,13,-4,-15,-152,-18,12,-136,8
Cc1ccc(NC(=O)CC2C(=O)N(C3CCCC3)c3nc4ccccc4n32)cc1 (stereo unspecified),7,0,26,4,2,20,-9,4
CC1CN(C(=O)c2cccn(Cc3c(Cl)cccc3Cl)c2=O)CC(C)O1 (stereo unspecified),13,0,17,0,-11,0,4,7
Cc1cnn(CC2CN(Cc3nc(-c4ccoc4)no3)CCO2)c1 (stereo unspecified),9,-1,19,3,9,11,0,7
O=C(N[C@@H]1C[C@H](O)[C@@H](N2CCN(c3ccccc3)CC2)[C@@H]1O)c1cnco1,9,0,2,3,-1,6,6,4
Brc1ccc(NCc2nnc3n2CCCCC3)cc1,-3,0,0,-3,0,-1,-1,9

# An excerpt from above, showing only USP17 inh, OTUD3 block and USP28 block:
canonical_smiles | USP17 inh | OTUD3 block | USP28 block
CC1CN(C(=O)c2cccn(Cc3c(Cl)cccc3Cl)c2=O)CC(C)O1 (stereo unspecified) | 0 | 13 | 7
COc1ccccc1N1CCN(C2CC(=O)N(c3ccc(C(C)C)cc3)C2=O)CC1 (stereo unspecified) | -14 | 13 | 4
COc1ccc(NC(=O)CC2C(=O)NCCN2C(=O)c2ccc(N(C)C)cc2)cc1 (stereo unspecified) | -2 | -3 | 0
Cc1cnn(CC2CN(Cc3nc(-c4ccoc4)no3)CCO2)c1 (stereo unspecified) | 11 | 9 | 7

# Next records follow.
SMILES,OTUD3 block,USP10 block,USP30 inh,UCHL1 inh,USP8 block,USP17 inh,USP7 block,USP28 block
c1cc(-c2noc(-c3ccoc3)n2)cc(-c2ccn[nH]2)c1,-16,-9,-68,-6,-13,0,-7,-20
O=C(C1CC(=O)N(c2ccc(F)cc2)C1)N1CCN(c2ccccc2F)CC1 (stereo unspecified),15,-1,23,1,16,7,1,15
Cc1nnc2cc(N3CCN(S(=O)(=O)c4ccc(F)cc4)CC3)cnn12,-4,2,0,0,-50,-1,4,-13
CCN1CCn2c(-c3cnn(C)c3)cnc2C12CCN(C(=O)Cc1ccccc1)CC2,4,-3,14,-1,-153,-14,-2,3
CCOc1ccccc1C(=O)NCc1cnn2ccccc12,-1,0,-1,0,-7,-6,0,1
Cn1c(=O)c2c(nc(CN3CCC(C(N)=O)CC3)n2CCCc2ccccc2)n(C)c1=O,-14,-7,-15,-6,-13,-6,-9,-21
O=C(c1ccc(-n2cccn2)nc1)N1C[C@@H](O)[C@H](N2CCCC2)C1,0,1,-2,-2,-2,2,3,-4
Cc1nc(N2CCOCC2)cc(N2CCN(C(=O)C3CCCCC3)CC2)n1,-3,0,6,-1,-7,-4,-4,-7
O=C(c1cnc(-c2ccc(Cl)cc2)s1)c1ccc(Cl)cc1Cl,-5,3,0,-5,-38,-11,-3,0
O=C(Cn1c(=O)n(Cc2ccc3c(c2)OCO3)c(=O)c2cccnc21)Nc1ccc(F)cc1,8,30,22,-1,20,15,10,4
CC1(C)Cc2c(c(N3CCOCC3)nc3sc4c(NCCN5CCOCC5)ncnc4c23)CO1,-16,-3,-13,-1,-71,-21,1,-25
COc1ccc(S(=O)(=O)N2CCN(c3ccc(Nc4ccccn4)nn3)CC2)cc1,-1,6,2,-2,2,-1,1,-6
COc1cccc(NC(=O)N2C[C@@H]3c4nccn4-c4ccccc4[C@@H]3C2)c1,3,0,-5,0,-1,4,-58,6
COc1ccc(S(=O)(=O)N2CCCCCC2)cc1C(=O)Nc1ccccc1N1CCOCC1,-2,-6,-24,0,-16,-37,-5,0
Cc1cc(-c2cnc(CC3CCN(C(=O)C(C)(C)C)C3)cn2)n[nH]1 (stereo unspecified),-1,-3,-3,-2,-34,-12,-1,-7
Cc1ccc(OCC2SCCN2C(=O)c2ccc(F)cc2)c([N+](=O)[O-])c1 (stereo unspecified),15,2,28,3,-82,-15,-8,15
Cc1cccc(NC(=O)Cn2cccc(S(=O)(=O)N3CCCC3)c2=O)c1,0,-5,-12,-3,-5,-5,-3,4
CC(C)(C)CC(=O)N1CCN(c2ccc(N3CCCC3)nn2)CC1,-5,-6,-15,-1,-2,-11,-3,-8

# Among those listed so far, 3 have a tert-butyl group:
SMILES,OTUD3 block,USP10 block,USP30 inh,UCHL1 inh,USP8 block,USP17 inh,USP7 block,USP28 block
CC(C)(C)C1CCc2noc(C3CCN(C(=O)CCN4C(=O)CSC4=O)CC3)c2C1 (stereo unspecified),0,-1,-1,-3,-1,4,-3,0
Cc1cc(-c2cnc(CC3CCN(C(=O)C(C)(C)C)C3)cn2)n[nH]1 (stereo unspecified),-1,-3,-3,-2,-34,-12,-1,-7
CC(C)(C)CC(=O)N1CCN(c2ccc(N3CCCC3)nn2)CC1,-5,-6,-15,-1,-2,-11,-3,-8
